Bioassay records from PubChem.
SENP6 inh – SENP6 protease inhibitors, primary screen, biochemical, luminescence, uHTS | inhibition, % at 10 µM | Recombinant SENP6 catalytic domain, aminoluciferin luminescence | AID 2599, 2010 | Sentrin-specific protease 6 (Homo sapiens), Q9GZR1 | 1.8% of 330,000 active;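 active = inhibition above about 50% at the single tested dose, limit read from the data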;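 note: plate controls were DMSO wells with enzyme for no effect and DMSO wells lacking enzyme for full effect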
Target sequence (Q9GZR1 628-1112 limits assumed): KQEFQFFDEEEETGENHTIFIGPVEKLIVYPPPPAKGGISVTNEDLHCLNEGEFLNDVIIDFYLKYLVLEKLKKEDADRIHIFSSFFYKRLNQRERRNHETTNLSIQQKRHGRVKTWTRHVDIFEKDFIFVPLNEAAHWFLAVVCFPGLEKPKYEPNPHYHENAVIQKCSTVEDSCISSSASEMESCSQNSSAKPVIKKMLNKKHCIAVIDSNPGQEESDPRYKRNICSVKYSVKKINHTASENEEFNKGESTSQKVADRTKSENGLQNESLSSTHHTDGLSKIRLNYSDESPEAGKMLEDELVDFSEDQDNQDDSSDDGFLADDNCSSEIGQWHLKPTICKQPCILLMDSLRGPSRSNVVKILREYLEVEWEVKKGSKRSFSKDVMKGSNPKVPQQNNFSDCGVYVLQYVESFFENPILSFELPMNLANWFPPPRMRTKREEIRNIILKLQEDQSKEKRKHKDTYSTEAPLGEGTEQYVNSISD
SENP7 block – SENP7 protease inhibitors, primary screen, biochemical, luminescence, uHTS. recombinant SENP7, Z-RLRGG-aminoluciferin luminescence, 40 min. inhibition, % at 5 µM. Sentrin-specific protease 7 (Homo sapiens), Q9BQF6. 1.5% of 330,000 active;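 active = inhibition above about 50% at the single test dose, limit read from the data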;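 note: plate controls were DMSO with enzyme for no effect and no enzyme buffer wells for full effect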
Target sequence (Q9BQF6 706-1050 limits assumed): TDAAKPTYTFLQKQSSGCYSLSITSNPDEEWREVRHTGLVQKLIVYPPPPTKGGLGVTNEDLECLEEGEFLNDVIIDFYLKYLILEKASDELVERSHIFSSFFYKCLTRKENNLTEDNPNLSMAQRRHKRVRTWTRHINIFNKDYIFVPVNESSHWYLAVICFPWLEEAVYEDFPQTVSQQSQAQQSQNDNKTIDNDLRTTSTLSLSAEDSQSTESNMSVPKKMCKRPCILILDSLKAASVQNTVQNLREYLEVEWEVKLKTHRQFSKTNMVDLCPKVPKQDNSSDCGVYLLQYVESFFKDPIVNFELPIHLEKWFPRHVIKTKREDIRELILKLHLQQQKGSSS
NR3A LBD binder – binders of NR3A ligand-binding domain, primary screen, biophysical, differential scanning fluorimetry, uHTS; 2.5% of 340,000 active; NR3A LBD differential scanning fluorimetry, Tm shift; 0% = protein alone, 100% = glycine-bound protein; Tm shift relative to glycine control, % at 25 µM; AID 1259313, 2017; Glutamate receptor ionotropic, NMDA 3A (GRIN3A) ligand-binding domain;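 active = melting temperature shift of at least 10% of the positive control shift, at one fixed dose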
ATG4B inhibitor – ATG4B protease inhibitors, primary screen, biochemical, fluorescence, uHTS; 0.51% of 340,000 active; inhibition, % at 8.33 µM; AID 504462, 2011; ATG4B cleavage of LC3-PLA2, NBD-HPC fluorescence, 1 h; in the data active = inhibition above about 40%
MPTP block – mitochondrial permeability transition pore inhibitors, primary screen, biochemical, isolated mouse mitochondria, absorbance | Ca2+ swelling absorbance, 30 min | inhibition, % at 10 µM | 1.4% of 360,000 active;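 active = inhibition of 50% or more, scaled per plate between neutral and stimulator controls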;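 note: 0% = DMSO wells given calcium and 100% = 1 mM EGTA wells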
HKDC1 inhibitor – HKDC1 hexokinase inhibitors, primary screen, biochemical, fluorescence, uHTS; AID 493160, 2011; 0.16% of 340,000 active; recombinant HKDC1, G6PDH/diaphorase resazurin coupled fluorescence; Q2TB90; inhibition, % at 20 µM;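 active = inhibition above about 35% when tested at 20 µM, limit read from the data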;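 note: plate controls were DMSO wells with enzyme for no effect and DMSO wells lacking enzyme for full effect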
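Material: recombinant HKDC1 hexokinase; Amount: HKDC1 at 5 µg/mL; Medium: Tris pH 8.0 buffer with MgCl2, Tween-20, BSA, BME; Schedule: 90 min reaction incubation at room temperature, dark; Technique: coupled resazurin fluorescence, excitation 525 nm, emission 613 nm.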
SENP8 block – human SENP8 protease inhibitors, primary screen, biochemical, fluorescence, Nedd8 protein substrate, uHTS. Sentrin-specific protease 8 (Homo sapiens), Q96LD8. recombinant SENP8. inhibition, % at 20 µM. 0.64% of 360,000 active; in the data active = inhibition mostly above about 40%, no sharp cut-off; inactive = mostly below about 27%
Target sequence (Q96LD8 whole entry, looked up): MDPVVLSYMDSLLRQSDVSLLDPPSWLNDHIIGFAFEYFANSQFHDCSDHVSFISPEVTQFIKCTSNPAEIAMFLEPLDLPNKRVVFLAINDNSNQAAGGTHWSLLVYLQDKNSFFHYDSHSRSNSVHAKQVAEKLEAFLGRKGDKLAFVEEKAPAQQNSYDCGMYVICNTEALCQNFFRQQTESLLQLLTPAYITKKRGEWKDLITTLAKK
PfG6PD inh – PfG6PD enzyme inhibitors, primary screen, biochemical, fluorescence intensity, uHTS; glucose-6-phosphate dehydrogenase-6-phosphogluconolactonase (Plasmodium falciparum 3D7); PfGluPho enzyme, NADPH resazurin-diaphorase fluorescence; inhibition, % at 20 µM; 0.78% of 350,000 active; AID 504690, 2011;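 active = inhibition reaching at least a set limit at 20 µM in the primary screen, cut at about 59% in these data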;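 note: 0% = DMSO wells with substrate and 100% = DMSO wells lacking glucose-6-phosphate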
An asterisk follows results filed as active; · = not tested or not shown.

Molecule	SENP6 inh	SENP7 block	NR3A LBD binder	ATG4B inhibitor	MPTP block	HKDC1 inhibitor	SENP8 block	PfG6PD inh
COC(=O)Nc1ccc(N=C(N)N[N+](=O)[O-])cc1	11	-3	0	11	-1.1	-2	13	-22
CNCC(O)c1cc(OCc2ccccc2)c(OCc2ccccc2)cc1F (stereo not drawn)	-13	1	-3	19	0.8	4	14	-4
CN1/C(=C\C=C2C(=O)NC(=O)NC2=O)C(C)(C)c2ccccc21	-23	1	0	-4	-0.7	-6	22	-7
CNC(=S)NC1CC2CCCC(C1)N2CC(C)C (stereo not drawn)	-9	1	2	-3	-0.6	-3	9	-11
CCCCn1c(C)c(C(=O)O)c2cc(OC)ccc21	-2	-4	0	-1	0.9	-10	25	-12
Cc1ccc2c(c1)C(c1ccccc1)=NCC(=O)N2C	2	0	1	2	1.9	-5	3	-24
CCN1CC2(COC(=O)c3ccccc3N)CCC(OC)C34C5CC6C(OC)CC(O)(C5C6OC)C(O)(C(OC)C23)C14 (stereo not drawn)	2	-4	1	1	0.8	-5	-306	2
O=C(O)C1Cc2ccccc2N2CCCC12 (stereo not drawn)	-2	-4	-1	3	0.1	9	-80	11
OC(c1cccc(Cl)c1)(c1cccc(Cl)c1)C1CN2CCC1CC2 (stereo not drawn)	-16	7	-1	8	72*	0	9	-7
COC(=O)C1=C(c2ccc(F)cc2F)C[C@@H]2CC[C@H]1N2C(=O)N1CCC(C)CC1	-1	10	-1	-9	-0.1	6	3	8
O=Cc1c(C(=O)O)n(Cc2ccc(F)cc2Cl)c2ccccc12	11	-5	2	4	-1.1	5	10	-25
Cc1c(C(c2ccccc2Cl)c2c(O)c3ccccc3oc2=O)c(=O)n(-c2ccccc2)n1C (stereo not drawn)	4	2	-4	5	-0.1	11	-44	-11
Nc1ccc(C2(c3ccc(N)cc3)CN3CCC2CC3)cc1	-17	-1	-1	-1	-1.1	-4	29	5
CC(=O)Nc1ccc(OC(=O)N(C)C)cc1	2	-6	-1	4	-1.3	8	24	-8
Cc1nn(Cc2ccccc2Cl)c(C)c1C(=O)OCC(=O)N1CC(C)OC(C)C1 (stereo not drawn)	-8	-7	-3	-1	-0.4	-11	5	10
Cn1c(=O)[nH]c2nncnc2c1=O	11	18	-1	2	-0.9	4	78*	-16
C/C(=N\Nc1cccc2ccccc12)c1c(O)n(Cc2ccccc2)c(=O)[nH]c1=O	-16	-5	1	20	0.0	14	-152	4
Cc1ccc(/C=C2\C(=O)NC(=O)N(CC3CCCO3)C2=O)s1 (stereo not drawn)	-17	-3	3	-2	2.0	-3	-7	5
CCOc1nc(NC(C)C)nc(N2CC3CC(C2)c2cccc(=O)n2C3)n1 (stereo not drawn)	3	4	-1	-6	20	-8	0	23
COCCNC(=O)N1[C@H]2CC[C@@H]1C(C(=O)OC)=C(c1ccc(OC(F)(F)F)cc1)C2	1	-4	1	3	4.4	-2	18	-10
Cn1c(=O)c2nncnc2n(C)c1=O	9	3	2	-5	0.0	-8	12	-3
OC12ONC(c3ccccn3)C1N1CCC2CC1 (stereo not drawn)	-5	5	-1	1	-1.4	-12	-18	-20
Clc1cccc(Cl)c1C1N2CCCN12 (stereo not drawn)	-10	-12	-3	-9	-1.5	-5	16	-3
CC(C)CNP(=S)(c1ccccc1)C(C)(C)C (stereo not drawn)	-13	2	0	0	6.6	-2	26	34
CCCCN1C(=O)/C(=C/c2ccc(N(C)C)cc2)C(=O)N(Cc2ccco2)C1=O	-13	-5	-3	29	-0.7	2	5	-8
COC(=O)C1=COC(C)C2CN3CCC4(C(=O)Nc5ccccc54)C3CC12 (stereo not drawn)	-14	0	-4	-9	1.3	3	14	5
CC(C)(C)C(=O)N1Cc2cnnn2-c2ccccc2C1C#N (stereo not drawn)	·	·	-3	-11	-0.8	-1	11	-22
CN(C)CCSCc1nnc2n1-c1ccc(Cl)cc1C(c1ccccc1Cl)=NC2	7	0	-1	-8	-0.2	1	17	-4
COc1cccc(C2C([N+](=O)[O-])=C(N)Oc3c2c(=O)oc2ccccc32)c1 (stereo not drawn)	10	11	-2	-13	11	2	2	-3
CC(Cc1ccccc1Sc1ccccc1O)N(C)C (stereo not drawn)	-25	-4	0	3	12	-4	30	2
CCC(=NCc1ccco1)c1c(O)n(Cc2ccccc2)c(=O)[nH]c1=O	7	-2	0	-8	3.1	2	-3	9
O=c1[nH]c(=O)n(CCc2ccccc2)c(O)c1C=NCCCn1ccnc1	-3	1	0	-18	-0.6	-6	14	1
C1CCC2CCCCC2C1 (stereo not drawn)	-9	-4	0	3	-0.1	-4	8	1
CCOC(=O)CCN=Cc1c(O)n(-c2ccc(Br)cc2)c(=O)[nH]c1=O	-20	4	0	-10	-0.6	3	23	-9
CC(=O)OC1CCC2(C)C3CCC4(C)C(OC(C)=O)CCC4C3C(C)C2(O)C1 (stereo not drawn)	·	·	-1	-9	-0.8	-9	16	-3
CCC(=NCC1CCCO1)c1c(O)n(Cc2ccccc2)c(=O)[nH]c1=O (stereo not drawn)	-16	-8	2	-1	-0.1	-4	13	-20
O=C(NCCO)c1nsnc1NCCCl	-1	-1	-1	9	-1.5	-7	4	-5
COc1ccc(CCNC2CCCCCC2)cc1	-2	-10	0	-1	1.2	1	8	-24
COP(=S)(OC)Oc1ccc(SC)c(C)c1	·	·	-1	3	-0.3	-1	11	15
CCOc1ccc(NC(=O)c2c(C)nn(Cc3ccccc3)c2Cl)cc1	-14	3	5	-1	0.2	6	7	7
CCOC(=O)C1(c2ccccc2)CCN(CC(=O)Nc2ccc(C)cc2)CC1	-13	-9	-1	-1	-1.0	-1	7	-4
O=C1NC(=S)NC(=O)C1=Cc1cccn1-c1ccc(O)cc1	·	·	-3	3	0.6	25	18	25
CC/C(=N\NC(=O)c1ccccc1O)c1c(O)n(Cc2ccccc2)c(=O)[nH]c1=O	-20	3	10	5	7.4	1	-258	-23
O=[N+]([O-])c1cccc(CN2CCN(Cc3ccc(Cl)cc3)CC2)c1	18	-1	1	4	0.4	-2	7	18
COC(=O)C1=C(c2ccc(S(C)(=O)=O)cc2)C[C@@H]2CC[C@H]1N2C(=O)NC(C)C	-14	-2	-2	2	-2.0	-7	24	0
CCOC(=O)C1(CCCc2ccccc2)CCN(C2CCCC2)CC1	-7	-4	0	14	0.5	-7	17	-4
N=c1sccn1Cc1ccccc1F	·	·	1	0	-1.2	-1	11	-13
COc1ccccc1OP(=O)(Nc1ccc(Br)cc1)Oc1ccccc1OC	4	5	-9	-9	2.0	7	10	-10
CN1C2CCC1CC(OC(=O)c1cc(Cl)cc(Cl)c1)C2 (stereo not drawn)	7	-1	-1	7	-0.3	2	18	-6
CC(CCN1CC1)=NNC(=O)Nc1cccc2ccccc12	·	·	-2	-1	-1.5	14	-491	10
CCc1c(C)nc(N)nc1N1N=C1SCC#N	-12	9	-13	-7	-2.0	-6	13	-2
c1cc(CNCCc2ccc3c(c2)OCO3)ccn1	-1	-1	2	4	-0.5	-7	16	5
C[C@H]1CCC/C=C/C2C[C@H](O)CC2[C@H](O)/C=C/C(=O)O1 (stereo partly drawn)	11	-8	0	4	-0.1	-3	8	-10
Cc1cc(Oc2ccc(C(F)(F)F)cc2[N+](=O)[O-])c2c3c(c(=O)oc2c1)CCC3	-8	-3	2	2	36	-3	5	-12
COc1cc(NC(=O)CN2C3CCC2CC(O)(c2cccnc2)C3)cc(OC)c1 (stereo not drawn)	-10	6	1	-12	-1.6	-2	8	0
Cc1nc2cc(-c3cccc(F)c3)nn2c(C)c1CCC(=O)N1CCC2(CC1)OCCO2	-4	2	0	-4	4.1	-5	-280	-9
CCN(CC)C(=O)c1ccc(NC(=O)c2c(C)noc2C)cc1	-13	0	-1	-2	0.5	-6	-2	-3
COc1ccc(C(C)=O)cc1CN1CC=C(c2ccccc2)CC1	0	9	-1	-6	-0.2	-6	14	-4
CCCCCCNC(=O)N[C@@H](Cc1ccc(O)cc1)C(=O)NCCC[C@H]1CN2C(=NC[C@H]2C)N1CC1CCC1	-7	-23	2	-9	·	-2	·	17
CCCNC1=C(C)C(=O)C2=C(C1=O)C(COC(N)=O)[C@]1(OC)C3NC3CN21 (stereo partly drawn)	66*	29	-7	-7	0.9	11	32	-9

Retrieved by compound from above, five records:
Molecule	SENP6 inh	SENP7 block	NR3A LBD binder	ATG4B inhibitor	MPTP block	HKDC1 inhibitor	SENP8 block	PfG6PD inh
CCCCCCNC(=O)N[C@@H](Cc1ccc(O)cc1)C(=O)NCCC[C@H]1CN2C(=NC[C@H]2C)N1CC1CCC1	-7	-23	2	-9	·	-2	·	17
Cc1nc2cc(-c3cccc(F)c3)nn2c(C)c1CCC(=O)N1CCC2(CC1)OCCO2	-4	2	0	-4	4.1	-5	-280	-9
COc1ccccc1OP(=O)(Nc1ccc(Br)cc1)Oc1ccccc1OC	4	5	-9	-9	2.0	7	10	-10
CCOC(=O)C1(CCCc2ccccc2)CCN(C2CCCC2)CC1	-7	-4	0	14	0.5	-7	17	-4
Cc1cc(Oc2ccc(C(F)(F)F)cc2[N+](=O)[O-])c2c3c(c(=O)oc2c1)CCC3	-8	-3	2	2	36	-3	5	-12

Remaining list, next part:
Molecule	SENP6 inh	SENP7 block	NR3A LBD binder	ATG4B inhibitor	MPTP block	HKDC1 inhibitor	SENP8 block	PfG6PD inh
O=C1NC2C(O)C(O)C(O)C(O)C2c2cc3c(c(O)c21)OCO3 (stereo not drawn)	·	·	-1	-2	1.5	1	5	1
CCN(N=Nc1nonc1OC)c1nonc1OC	-196	-3	3	12	-1.7	-1	16	-9
Clc1ccc(CCNCc2ccncc2)c(Cl)c1	-3	10	-2	-4	-0.9	-5	25	15
O=C1NC(=O)N(Cc2ccccc2Cl)C(=O)/C1=C/c1cccs1	-5	-1	-1	-1	13	4	-2	58
Cc1c(C=O)c2ccccc2n1Cc1ccccc1F	12	-9	2	-4	1.4	0	11	-17
COC(=O)C1=C(c2ccc(F)cc2F)C[C@@H]2CC[C@H]1N2C(=O)N1CCC(O)CC1	-16	-4	0	-3	0.1	-7	12	1
COC(=O)c1c(C)n(Cc2ccc3c(c2)OCO3)c2ccc(O)cc12	-4	2	-42	-13	3.2	14	-5	-10
CCN1C(=O)NC(=O)/C(=C/c2cc(C)n(-c3sc(C)c(C)c3C#N)c2C)C1=O	5	0	-4	-3	57*	7	5	11
COc1cccc(-c2nn(Cc3ccccc3)cc2C(=O)O)c1	-13	5	3	-2	-2.7	-3	1	-5
CCCCN1C(=O)C(C2c3ccccc3C(=O)N2Cc2ccccc2)C(=O)NC1=S (stereo not drawn)	-2	5	4	3	-1.6	-5	10	-30
O=C(COC(=O)c1ccc(O)cc1)Nc1ccc(Cl)cc1C(=O)c1ccccc1	-9	8	18*	-12	11	-5	-10	7
O=S(=O)(c1ccc(Cl)cc1)N1CCCCC1c1cccnc1 (stereo not drawn)	8	-2	-1	-4	-1.2	-4	1	35
COC(=O)c1ccc(-n2c(C)nc3ccccc3c2=O)cc1	3	9	0	-9	-3.4	-6	9	8
CC1CN=C(Nc2ccc(F)cc2)S1 (stereo not drawn)	-13	-7	1	-3	-0.7	3	7	4
CCC1C(c2cc(OC)c(OC)c(OC)c2)c2cc3c(cc2OC1N1CCCC1)OCO3 (stereo not drawn)	·	·	-1	-2	0.1	5	16	-6

The list is partial; count on the stated rates, not on these rows.
